# Screens (PubChem)
# S3 lipid droplet = qHTS Assay for Lipid Storage Modulators in Drosophila S3 Cells; Drosophila S3 cells, BODIPY lipid droplet fluorescence, 18-24 h; cells fed with added oleic acid; Potency in µM for hits, for the others lipid storage change, negative = inhibition, % at the top dose, mostly 46.1 µM; hit rate 0.64% among 320,000; active means well fitted inhibition curve with a large enough effect in the signal ratio, with a control signal flat, not every such curve was filed as active; inconclusive means small, poorly fitted or top-dose-only effect, or effect the other way, or a change in a side signal; the % refers to the signal ratio
#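 Drosophila S3 cells got compounds at several concentrations plus oleic acid (400 uM solution). Laser-scanning cytometry with 488 nm excitation read lipid droplets at 500-530 nm and cells at 575-640 nm. Percent activity was relative to 20 uM Triacsin C.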
# S3 lipid droplet cell count max = further read-out of S3 lipid droplet, marked with its call; cell number change, %; measured here: cell count max response;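 cells counted by Cell Tracker Red CMTPX staining in the red channel; peak over a dose series mostly up to 46.1 µM; percent activity relative to internal control wells on each plate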
# Starred values were filed as active, the others as inactive; i = inactive; ? = inconclusive; · = not tested or not shown. On the % scale 0 is the no-effect control and ±100 the full control effect; potency means the concentration at half of the fitted maximal effect. The list is partial, so the mix of outcomes need not match the whole.
SMILES,S3 lipid droplet,S3 lipid droplet cell count max
Cc1cc(Cl)ccc1OCC(=O)Nc1nc(-c2cccnc2)cs1,6.1%,-20.6
COc1ccc(CNC(=S)N2CCN(S(=O)(=O)c3cccc(F)c3)CC2)cc1,-0.1%,0.4
COc1cccc(C(C(=O)NCC2CCCO2)N(C(=O)Cn2nnc3ccccc32)c2ccccc2C(C)=O)c1OC (configuration not stated),?,·
CCOc1ccc(-c2csc(NC(=O)C3CCCO3)n2)cc1 (configuration not stated),?,·
NC(=O)c1ccc(C(F)(F)F)n(Cc2ccc(F)c(F)c2)c1=O,12.9%,5.1
O=[N+]([O-])c1cccc(-c2nc3ccccc3s/c2=N/O)c1,?,·
CC(=O)Nc1ccc(C(=O)OCC(=O)NC2CCCCCCC2)cc1,?,·
Cc1cccc(NC(=S)N2CCCCC2c2cccnc2)c1C (configuration not stated),5.5%,16.7
CCOC(=O)N1CCN(C(=O)CCc2ccc(S(=O)(=O)NC(C)(C)C)cc2)CC1,3.1%,-3.0
O=C(O)CSCNC(=O)CC12CC3CC(CC(C3)C1)C2,?,·
COc1cc2c(cc1OC)C(C)N(C(=O)Nc1ccc(F)cc1)CC2 (configuration not stated),-25.1%,-28.2
CC1CCCCC1NC(=O)c1ccc(NC2=NC3CS(=O)(=O)CC3S2)cc1 (configuration not stated),i,-29.5
CCOC(=O)N1CCC(NC(=O)c2cc(C(=O)NCc3cccc(Cl)c3)ccc2CO)CC1,?,·
C=C(c1ccccc1Cl)[n+]1ccccc1,18.4%,5.0
CCN(CC)C(=S)SCC(=O)c1ccc(Br)cc1,0.3%,-10.5
CCC(=O)Nc1ccc(C(=O)NNC(=O)C2CCCCC2)cc1,?,·
O=C(NC(=S)NC1CCCCCCCCCCC1)c1cccnc1,8.5%,10.9
Cc1cccc(C)c1OCc1cc(C(=O)N2CCN(c3ccccn3)CC2)no1,?,·
O=C(CCS(=O)(=O)c1cccs1)N1CCN(c2ccc(F)cc2)CC1,5.5%,2.1
NC(=S)N/N=C\c1c(OCc2ccccc2Cl)ccc2ccccc12,15.6%,13.4
COc1ccc(OC)c(C(=O)NC(CC(N)=O)c2ccc(N3CCN(c4ccccn4)CC3)c([N+](=O)[O-])c2)c1 (configuration not stated),?,·
CC(C)COC(=O)CNc1n[nH]c(=S)[nH]c1=O,?,·
CC(C)(C)NC(=O)C1CCN(C(=O)c2ccc(Br)cc2)CC1,?,·
O=C(NCc1ccc2c(c1)OCO2)c1cc(-c2ccccc2)on1,103.6%,-0.4
NNC(=O)c1cc2nc(-c3cccs3)cc(C(F)(F)F)n2n1,?,·
SMILES,S3 lipid droplet,S3 lipid droplet cell count max
CCc1ccc(-c2nc(SCC(=O)N(CC)C3CCS(=O)(=O)C3)n[nH]2)cc1 (configuration not stated),?,·
Cc1cc(Cl)ccc1OCCNC(=S)NC(=O)c1cccnc1,28.6%,·
COc1cc(/C=N/Nc2ccc(Cl)c(C(=O)O)c2)ccc1OC(=O)c1ccco1,?,·
CCSc1n[nH]c2nc3c(c(=O)n12)C1(CCCC1)Cc1ccccc1-3,1.1%,-6.6
Cc1ccc(C)c(S(=O)(=O)N(C)Cc2cccs2)c1,?,·
O=C(CC1SC(=Nc2ccccc2)N(CCO)C1=O)Nc1ccccc1 (configuration not stated),7.1%,13.0
CCC(CC)C(=O)c1c[nH]c(C(=O)NCc2ccncc2)c1,?,·
NC(=O)c1ccc([N+](=O)[O-])cc1SCc1ccccc1,14.8%,-2.7
CCCn1c(=O)c2ccccc2n2c(SCC(=O)NCc3cccs3)nnc12,?,·
COc1ccc(CN2CCC(Oc3ccc(C(=O)N4CCCCC4)cc3)CC2)cc1C,?,·
C=CCn1cc(C(=O)OCC)c(=O)c2cc(F)c(F)cc21,-7.5%,6.0
Clc1ccc(-c2onc3c2CCCC3)cc1,i,21.9
CNC(=O)CC(C(=O)O)c1ccc(OCC(C)C)cc1 (configuration not stated),i,·
CCN(CC)c1ccc(C(=O)OCC(=O)NC2CCCCC2C)cc1 (configuration not stated),?,·
Fc1ccc(-c2csc(=S)[nH]2)cc1,?,·
CCOC(=O)c1sc(NC(=O)/C=C/c2cnn(CC)c2C)c(C(=O)OCC)c1C,-0.3%,·
CCN(Cc1ccncc1)C(=O)CSc1ccc2ccccc2c1,i,·
O=C(COC(=O)c1cc2ccccc2o1)NCc1ccco1,0.206µM*,-22.2*
COc1ccc(-c2cc(C#N)nc(Oc3ccc(Cl)cc3)n2)cc1,?,·
COc1ccc(C2C(C(=O)Nc3ccc4c(c3)OCCO4)c3ccccc3C(=O)N2C)cc1 (configuration not stated),i,·
CCOc1ccc(NC(=O)CN(C)Cc2cc(=O)n3c(-c4ccccc4)csc3n2)cc1OCC,?,·
O=C1OC(Cc2ccccn2)C(=O)C1=C1SCCS1 (configuration not stated),?,·
CCc1nnc(NC(=O)C(NS(=O)(=O)c2ccc3c(c2)OCCO3)C(C)C)s1 (configuration not stated),?,·
Cc1cccc(NC(=S)NC2CC3C=CC2C3)c1 (configuration not stated),?,·
COCc1cc(C)nc(SCC(=O)NC2CCCCC2C)c1C#N (configuration not stated),?,·

# Rewritten tab-delimited: 4 of the compounds above
canonical_smiles	S3 lipid droplet	S3 lipid droplet cell count max
Cc1ccc(C)c(S(=O)(=O)N(C)Cc2cccs2)c1	?	·
O=C(CC1SC(=Nc2ccccc2)N(CCO)C1=O)Nc1ccccc1 (configuration not stated)	7.1%	13.0
CCC(CC)C(=O)c1c[nH]c(C(=O)NCc2ccncc2)c1	?	·
NC(=O)c1ccc([N+](=O)[O-])cc1SCc1ccccc1	14.8%	-2.7

# Going on with the list.
SMILES,S3 lipid droplet,S3 lipid droplet cell count max
O=C(c1cccc(S(=O)(=O)N2CCc3ccccc32)c1)N1CCc2ccccc2C1,-15.6%,-20.2
Cc1cc(N/N=C/c2ccc3c(c2)OCO3)nc2ccccc12,8.2%,-0.6
COc1ccc(N2C(=O)C3C4C=CC(CC4)C3C2=O)c([N+](=O)[O-])c1 (configuration not stated),1.3%,-15.3
CCOC(=O)c1sc2ncn(/N=C/N(C)C)c(=O)c2c1C,?,·
O=C(c1ccc2c(c1)OCO2)N1CCN=C1SCc1cccnc1,?,·
CC1CCN(S(=O)(=O)c2cccc(C(=O)O)c2)CC1,?,·
O=[N+]([O-])c1ccc(/C=N/n2c(CO)nc3ccccc32)s1,-12.4%,-11.0
CCOc1ccc2nc(NC(NC(C)=O)(C(=O)OC)C(F)(F)F)sc2c1 (configuration not stated),-5.5%,-9.9
CC(C)(C)SCCNC(=O)/C=C/c1ccc(F)cc1,-1.3%,-8.4
S=c1[nH]c2ccc(Cl)cc2s1,?,·
CC(C)(C)n1[nH]c2c3c(ccc2c1=O)C(=O)c1ccccc1C3=O,?,·
CCCCNC(=O)CSc1nc2ccccc2c(=O)n1Cc1ccc2c(c1)OCO2,9.1%,14.8
NC(=O)COC(=O)c1cc(-c2cccs2)nn1-c1ccccc1,?,·
CCCCC(=O)Nc1sc2c(c1C#N)CC(C)(C)OC2,10.5%,13.2
CC(Sc1nc(-c2ccccc2)cc(C(F)(F)F)n1)C(=O)NCc1ccco1 (configuration not stated),i,11.4
Cc1ccc(NC(=O)CSc2nc3ccccc3c(=O)n2CCCN2CCCCC2)cc1C,?,·
COc1ccc(OC)c(S(=O)(=O)Nc2ccc(F)cc2)c1,?,·
CCc1nnc(NC(=O)c2ncc(Cl)c(Cl)c2Cl)s1,-17.3%,4.2
Brc1ccc(-c2c(-c3ccsc3)sc3ccccc23)cn1,?,·
CC(C)Oc1ccc(C(=O)NCc2ccco2)cc1,?,·
O=S(=O)(Nc1ncccn1)c1ccc(Nc2ncnc3ccccc23)cc1,-8.6%,-17.5
Cc1nc2cncc(Br)c2n1C,?,·
Cc1c(C)n(CCCN(C)C)c2ncnc(NCc3ccccc3)c12,?,·
Cc1ccc(N2C(=O)Nc3ccc(Br)cc3C2(O)C(=O)NCCCN(C)C)cc1C (configuration not stated),?,·
Cc1ccc(NC(=S)N2CCN(C)CC2)c(C)c1,?,·
SMILES,S3 lipid droplet,S3 lipid droplet cell count max
CCOC(=O)C1=NNC2C(=O)N(C3CCCCC3)C(=O)C12 (configuration not stated),?,·
Cc1cccc(-n2cc(-c3ccc([N+](=O)[O-])cc3)[nH]c2=S)c1,2.7%,5.8
CCOC(=O)Cn1cncc1-c1ccc([N+](=O)[O-])cc1,8.3%,-2.7
CC(C)N(Cc1ccccc1)C(=S)Nc1cccnc1,?,·
COC(=O)/C=C/c1c(C)[nH]c(=O)[nH]c1=O,-9.6%,3.7
Cc1c(Cl)cccc1N1C(=O)c2ccccc2C1=O,i,·
O=C(NC1CCCCCCC1)C1CCN(S(=O)(=O)N2CCCC2)CC1,-7.0%,12.8
CC(C)NS(=O)(=O)c1ccc(OCC(=O)Nc2ccc3c(c2)OCO3)cc1,2.2%,6.1
CCC(C)(C)NC(=O)C(c1ccc(OC)cc1)N(C(=O)CCC(=O)Nc1cc(C)on1)c1ccc2c(c1)OCCO2 (configuration not stated),8.4%,19.6
CCOC(=O)c1ccc(NC(=O)C2(c3ccc(Cl)cc3)CCCC2)cc1,?,·
COCCNc1nc2nonc2nc1NC(C)c1ccccc1Cl (configuration not stated),16.2%,13.2
N#Cc1ccc(COC(=O)c2ccccn2)cc1,?,·
CC(C)C(C(=O)NCc1ccco1)N(Cc1ccco1)C(=O)CNS(=O)(=O)c1ccccc1 (configuration not stated),?,·
Cc1ccccc1/C=N/n1c(-c2ccccn2)n[nH]c1=S,?,·
O=C1N/C(=N\N=C\c2cccs2)SC1Cc1ccc(Cl)cc1Cl (configuration not stated),1.8%,-5.7
Nn1cnnc1SCC(=O)N1CCc2ccccc2C1,?,·
CCc1ccc(NC(=O)C2CCCN2c2nn3c(=O)cc(C)nc3s2)cc1 (configuration not stated),?,·
CC1CCN(C(=O)CNC(=O)c2cccc(OC(F)F)c2)CC1,-0.9%,-22.8
COc1ccc(C(=O)Nc2cc(OCc3ccccc3)c(Cl)cc2Cl)cc1,i,13.9
CCCCN(C(=O)NC(=O)Nc1ccc(C)cn1)S(C)(=O)=O,0.5%,15.5
CCOC(=O)c1sc(NC(=O)CSc2nnnn2-c2ccc(C)cc2)c(C(=O)OCC)c1C,?,·
O=C(CN1CCOCC1)Nc1ccc2c(c1)CCC2,20.1%,2.5
CN(CCc1ccccn1)C(=O)CC1C(=O)NCCN1Cc1cccc(F)c1 (configuration not stated),?,·
COc1cccc(NC(=O)C2CCN(S(=O)(=O)c3ccc4c(c3)NC(=O)C(C)S4)CC2)c1 (configuration not stated),?,·
O=S(=O)(NC1CCCCC1Sc1ncccn1)c1ccc(Cl)cc1 (configuration not stated),8.8%,-1.7

# Some of the entries above in a different format:
# Every second line gives: S3 lipid droplet | S3 lipid droplet cell count max
- Cc1cccc(-n2cc(-c3ccc([N+](=O)[O-])cc3)[nH]c2=S)c1
 : 2.7% | 5.8
- CC(C)NS(=O)(=O)c1ccc(OCC(=O)Nc2ccc3c(c2)OCO3)cc1
 : 2.2% | 6.1
- N#Cc1ccc(COC(=O)c2ccccn2)cc1
 : ? | ·
- CCOC(=O)C1=NNC2C(=O)N(C3CCCCC3)C(=O)C12 (configuration not stated)
 : ? | ·
- CCc1ccc(NC(=O)C2CCCN2c2nn3c(=O)cc(C)nc3s2)cc1 (configuration not stated)
 : ? | ·

# Following part:
SMILES,S3 lipid droplet,S3 lipid droplet cell count max
CCOC(=O)CCCNC(=O)CCNC(=O)c1ccc(OCCC(C)C)cc1,?,·
COc1ccc(-c2csc(Cc3nnc(N4CCOCC4)n3-c3ccccc3)n2)cc1,6.1%,-16.1
COc1cc(-c2nc3cnccn3c2NC(C)(C)CC(C)(C)C)ccc1O,?,·
Cc1cc(C)c(NC(=O)CNC(=O)COC(=O)CN2C(=O)NC3(CCCC3)C2=O)c(C)c1,?,·
Cc1ccc(N2CCN(S(=O)(=O)c3ccc(-n4cnnn4)cc3)CC2)c(C)c1,?,·
Cc1cccc(C)c1NC(=S)NCCSc1ccc(Cl)cc1,2.4%,-2.0
COc1ccc(OC)c(C2C3=C(COC3=O)Nc3cc4c(cc32)OCO4)c1 (configuration not stated),?,·
CCc1ccccc1OCCCOc1ccc(OC)cc1,-7.2%,-8.0
COc1ccc(CC(=O)Nc2c3c(nn2-c2cccc(Cl)c2)CS(=O)C3)cc1 (configuration not stated),5.2%,10.9
COc1cccc(CNC(=O)CCCc2c[nH]c3ccccc23)c1,?,·
CCC1CN(C(=O)NCc2ccc(F)cc2)c2cc(Cl)ccc2O1 (configuration not stated),?,·
COc1ccc(CN(C(=O)c2cnccn2)C(C(=O)Nc2ccc(F)cc2)c2ccccc2)cc1 (configuration not stated),?,·
CCc1ccccc1NC(=O)COc1cccc(-n2cnnn2)c1,i,21.0
CCc1ccc(S(=O)(=O)Nc2cc3c(cc2N2CCCCC2)n(C)c(=O)c(=O)n3C)cc1,?,·

# Of the compounds above, 5 contain a furan ring, fused or not:
SMILES,S3 lipid droplet,S3 lipid droplet cell count max
COc1cc(/C=N/Nc2ccc(Cl)c(C(=O)O)c2)ccc1OC(=O)c1ccco1,?,·
O=C(COC(=O)c1cc2ccccc2o1)NCc1ccco1,0.206µM*,-22.2*
CC(Sc1nc(-c2ccccc2)cc(C(F)(F)F)n1)C(=O)NCc1ccco1 (configuration not stated),i,11.4
CC(C)Oc1ccc(C(=O)NCc2ccco2)cc1,?,·
CC(C)C(C(=O)NCc1ccco1)N(Cc1ccco1)C(=O)CNS(=O)(=O)c1ccccc1 (configuration not stated),?,·
